mHTT-CaM PPI inh – mHTT-calmodulin interaction abrogation | AID 1671202 | inhibition, % at 15 µM | P42858 | 190,000 compounds, 3.6% hits | AlphaScreen His-mHTT/GST-CaM binding, luminescence;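 also: 0% = both proteins with DMSO and 100% = one protein alone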
Pf apPOL block – Pf-apPOL DNA polymerase inhibition. AID 1794808. inhibition, % at 10 µM. Recombinant Pf-apPOL, molecular beacon fluorescence, 1.5 h. 210,000 compounds, 0.25% hits
An asterisk follows results filed as active; . = not tested or not shown; & = joins results of further samples. Rule as the data show it: active = inhibition above about 50%; inactive = the rest. The order is random. About 3.5% of those tested had a hit in this group.

SMILES	mHTT-CaM PPI inh	Pf apPOL block
NS(=O)(=O)c1ccc(C(=O)NCCOc2ccc(-c3ccccn3)nn2)cc1	100.2*	-4.9
O=C(NCc1cccs1)c1cc2nc(-c3ccc([N+](=O)[O-])cc3)cc(C(F)(F)F)n2n1	22.0	1.7
Nc1nonc1-c1noc(-c2ccc(Cl)cc2Cl)n1	-12.0	-2.2
COc1ccc(/C(C#N)=C/c2ccc(C(C)C)c([N+](=O)[O-])c2)cc1OC	18.8	-5.5
O=[N+]([O-])c1cccc(Nc2nc(-c3ccncc3)cs2)c1	1.5	-0.3
O=C(NCc1cccs1)c1cnn2c3c(cnc12)CCCC3	10.7	0.6
COc1ccccc1OCCCCN1CCN(Cc2ccccc2)CC1	-2.2	-5.4
O=C1OC(c2ccccc2[N+](=O)[O-])=N/C1=C/c1ccc(Cl)cc1Cl	5.0	3.4
COc1cc(NC(=O)CCN2CCN(Cc3ccccc3)CC2)cc(OC)c1	8.7	-11.9
O=C1Nc2cc(Cl)c(Cl)cc2N(O)N1c1ccccc1Cl	1.0	2.3
CCCCOC(=O)Nc1ccc(N2CCOCC2)cc1	4.2	1.4
NC(=O)c1ccccc1NC(=O)c1csc(NC(=O)c2ccccc2)n1	1.0	-5.4
CCOc1ccc2nc(CCC(=O)O)[nH]c2c1	-6.3	-5.4
CCCC(=O)N1CCCC(c2ccnc(-c3ccc(C)cc3)n2)C1 (stereo not drawn)	42.5	-11.4
COc1ccc(C2=C(O)c3ccccc3C(=O)C2=O)cc1	13.4	0.5
CCOc1ccccc1NC(=O)C(C)Sc1ccc(Cl)cc1 (stereo not drawn)	-20.7	11.4
O=C(/C=C/c1ccc(Cl)cc1Cl)Nc1ccc(Br)cn1	23.0	-3.1
COc1ccc([N+](=O)[O-])cc1-c1ccc(C(=O)O)o1	4.5	-5.3
O=C(Nc1ccc2c(c1)OCCO2)C1CCCN(c2nnc3c(Cl)cccn23)C1 (stereo not drawn)	11.0	-1.9
Cc1ccccc1NC(=O)CCCN1C(=O)c2ccccc2C1=O	-4.2	-5.0
N#CC1=C(N)Oc2cc(O)c(Cl)cc2C1c1ccccc1Cl (stereo not drawn)	2.5	7.5
CS(=O)(=O)N1CCC(C(=O)N2CCN(CCn3cccn3)CC2)CC1	-10.4	-5.4
COc1cccc(-c2cc(=O)c3cc(NC(=O)c4ccc(Cl)cc4)ccc3[nH]2)c1	-5.9	-4.2
O=S1(=O)CCOCCCN1Cc1cccc(C(F)(F)F)c1	-10.4	-5.7
O=Cc1ccc(OCc2cccc([N+](=O)[O-])c2)c(Cl)c1	3.8	4.7
More compounds follow.
SMILES	mHTT-CaM PPI inh	Pf apPOL block
O=C(CSc1cc(-n2ccc(C(=O)NC3CC3)n2)ncn1)Nc1ccc(Cl)cc1F	3.1	-6.8
S=c1[nH]c(=S)c2cc(Cl)ccc2[nH]1	.	4.2
O=S1(=O)CC(N2CC=CC2)CN1Cc1cn(Cc2ccc(F)cc2)nn1 (stereo not drawn)	-4.7	-1.7
Cc1ccc(CNC(=O)c2csc(-c3cccnc3)n2)cc1	15.6	-6.5
COc1ccc2cc3cc(C(=O)N4CCC(C)CC4)oc3nc2c1	-3.0	-2.9
N#CCCN1CCN(C(=O)c2ccc(N3CCNC(c4ccccc4)C3)nc2)CC1 (stereo not drawn)	4.5	4.4
COc1ccccc1C(=O)Nc1ccc(Cn2cnc(C(=O)Nc3ccccc3C)c2)cc1	1.7	-5.1
Cc1ccc(-c2noc(C3CCN(CC(=O)Nc4ccc(F)cc4F)CC3)n2)cc1	0.8	2.4
CCC(=O)N1CCN(c2cc(Oc3ccc(F)c(F)c3)ncn2)CC1	2.3	-10.4
Cc1cccc(C(=O)Nc2ccc(I)cc2)c1	-31.5	77.4*
COC(=O)c1c(C)nn(C(=O)c2cccs2)c1-c1snnc1C	.	7.8
CN1CCN(Cc2c(O)ccc3c(=O)c(-c4cccc(Cl)c4)c(C(F)(F)F)oc23)CC1	2.0	-8.3
CCN(CC)c1ccc(-c2c(C#N)c(N)nc(OC)c2C#N)cc1	-9.0	1.3
COCCCN1C(=O)C(=O)C(=C(O)c2ccc(OC)c(C)c2)C1c1cccnc1 (stereo not drawn)	-4.9	-6.2
Cc1cccc(CNc2ccc3cn[nH]c3c2)c1	60.4*	-4.4
O=C(Nc1ccc(Br)cn1)c1ccc(Cl)cc1Cl	-8.0	-2.8
O=C(COc1ccccc1Cl)NCc1cccc(CNC(=O)COc2ccccc2Cl)c1	3.0	-8.0
COc1cccc(NC(=O)C2c3cc(OC)c(OC)cc3C(=O)N(C)C2c2cccs2)c1 (stereo not drawn)	22.0	-1.7
Cc1nonc1OC(C)CNc1ccc([N+](=O)[O-])cc1[N+](=O)[O-] (stereo not drawn)	24.0	4.9
O=c1oc2cc(O)ccc2c(O)c1-c1ccccc1	-3.7	5.4
CC(C)(C)NC(=O)C(=O)NCCc1ccccc1	-5.0	-3.1
CCCCCCCCNS(=O)(=O)CC1NCc2cc(OC)ccc21 (stereo not drawn)	3.7	-23.1
CC(=O)c1cccc(NC(=O)COc2ccc(C)c(C)c2)c1	-2.7	-5.1
COc1ccc([N+](=O)[O-])cc1NC(=O)CCc1ccccc1	3.8	0.5
O=[N+]([O-])C(/C=C(\Cl)[N+](=O)[O-])=C1N(c2ccccc2)CCN1c1ccccc1	30.0	-4.0

Of the compounds above, 2 have a furan ring, fused or not.
SMILES	mHTT-CaM PPI inh	Pf apPOL block
COc1ccc([N+](=O)[O-])cc1-c1ccc(C(=O)O)o1	4.5	-5.3
COc1ccc2cc3cc(C(=O)N4CCC(C)CC4)oc3nc2c1	-3.0	-2.9

Other structures.
SMILES	mHTT-CaM PPI inh	Pf apPOL block
CSc1nc(O)c(C(c2ccccc2)c2ccccc2)c(=O)[nH]1	-5.5&4.1	-2.0&-0.4
CCCCOc1ccc(C(=O)Nc2c3c(nn2-c2ccc([N+](=O)[O-])cc2)CS(=O)(=O)C3)cc1	6.0	1.2
O=C(Nc1ccc(Nc2ccccc2)cc1)c1ccccc1I	69.6*	-7.9
N#CC(=CN1CCN(c2ccccc2)CC1)S(=O)(=O)c1ccccn1	.	-2.7&-9.4
COc1ccccc1N1CCN(C2CC(=O)N(C)C2=O)CC1 (stereo not drawn)	2.2	-0.5
CC(=NN=C1NC(=O)C(CC(=O)O)S1)c1ccccc1Cl (stereo not drawn)	.	26.6
Clc1cccc(OCCn2ccnc2)c1	-0.1	-5.0
CC(C)c1noc(-c2cccnc2N2CCCN(C(=O)c3ccc(F)c(F)c3)CC2)n1	-9.2	-1.3
O=C(Cc1ccc(-c2ccccc2)cc1)Nc1ccc2c(c1)OCO2	-2.2	-7.1
O=C(NC1CCCCNC1=O)c1ccc(N2CC3CC(C2)c2cccc(=O)n2C3)c([N+](=O)[O-])c1 (stereo not drawn)	-2.0	-3.2
CC(C)c1nnc2n1CCN(C(=O)c1ccc(Br)o1)C2	-6.9	1.3
Cc1ccc(S(=O)(=O)Nc2ccc([N+](=O)[O-])cn2)cc1	5.1	-1.8
Cc1cc(Br)ccc1NCc1cccc([N+](=O)[O-])c1	8.9	-3.3
O=C(Nc1nnc(SCc2ccccc2F)s1)c1ccccc1C(F)(F)F	-14.9	-1.6
O=C(Nc1ccc2c(c1)OCCO2)c1cc(S(=O)(=O)N2CCCCCC2)ccc1Cl	3.4	-0.5
Cn1nc(-c2nc(Cc3ccccc3)no2)c2c1CCN(C(=O)NCc1ccccc1)C2	18.7	-2.9
O=C(Cn1nnc2ccccc21)c1ccc(Cl)cc1	-10.0	10.9
COc1ccc(OC)c(C2C(C#N)=C(N)Oc3c2oc(CO)cc3=O)c1 (stereo not drawn)	3.7	-12.1
O=c1[nH]c(SCCN2CCOCC2)nc(O)c1-c1ccccc1	2.1	-2.5
Cc1nn(C)c(C)c1-c1cc2n(n1)CCCN(C(=O)C1CC1)C2	-4.1	-5.2

Compounds shown so far with sulfur, in the order listed:
SMILES	mHTT-CaM PPI inh	Pf apPOL block
NS(=O)(=O)c1ccc(C(=O)NCCOc2ccc(-c3ccccn3)nn2)cc1	100.2*	-4.9
O=C(NCc1cccs1)c1cc2nc(-c3ccc([N+](=O)[O-])cc3)cc(C(F)(F)F)n2n1	22.0	1.7
O=[N+]([O-])c1cccc(Nc2nc(-c3ccncc3)cs2)c1	1.5	-0.3
O=C(NCc1cccs1)c1cnn2c3c(cnc12)CCCC3	10.7	0.6
NC(=O)c1ccccc1NC(=O)c1csc(NC(=O)c2ccccc2)n1	1.0	-5.4
CCOc1ccccc1NC(=O)C(C)Sc1ccc(Cl)cc1 (stereo not drawn)	-20.7	11.4
CS(=O)(=O)N1CCC(C(=O)N2CCN(CCn3cccn3)CC2)CC1	-10.4	-5.4
O=S1(=O)CCOCCCN1Cc1cccc(C(F)(F)F)c1	-10.4	-5.7
O=C(CSc1cc(-n2ccc(C(=O)NC3CC3)n2)ncn1)Nc1ccc(Cl)cc1F	3.1	-6.8
S=c1[nH]c(=S)c2cc(Cl)ccc2[nH]1	.	4.2
O=S1(=O)CC(N2CC=CC2)CN1Cc1cn(Cc2ccc(F)cc2)nn1 (stereo not drawn)	-4.7	-1.7
Cc1ccc(CNC(=O)c2csc(-c3cccnc3)n2)cc1	15.6	-6.5
COC(=O)c1c(C)nn(C(=O)c2cccs2)c1-c1snnc1C	.	7.8
COc1cccc(NC(=O)C2c3cc(OC)c(OC)cc3C(=O)N(C)C2c2cccs2)c1 (stereo not drawn)	22.0	-1.7
CCCCCCCCNS(=O)(=O)CC1NCc2cc(OC)ccc21 (stereo not drawn)	3.7	-23.1
CSc1nc(O)c(C(c2ccccc2)c2ccccc2)c(=O)[nH]1	-5.5&4.1	-2.0&-0.4
CCCCOc1ccc(C(=O)Nc2c3c(nn2-c2ccc([N+](=O)[O-])cc2)CS(=O)(=O)C3)cc1	6.0	1.2
N#CC(=CN1CCN(c2ccccc2)CC1)S(=O)(=O)c1ccccn1	.	-2.7&-9.4
CC(=NN=C1NC(=O)C(CC(=O)O)S1)c1ccccc1Cl (stereo not drawn)	.	26.6
Cc1ccc(S(=O)(=O)Nc2ccc([N+](=O)[O-])cn2)cc1	5.1	-1.8
O=C(Nc1nnc(SCc2ccccc2F)s1)c1ccccc1C(F)(F)F	-14.9	-1.6
O=C(Nc1ccc2c(c1)OCCO2)c1cc(S(=O)(=O)N2CCCCCC2)ccc1Cl	3.4	-0.5
O=c1[nH]c(SCCN2CCOCC2)nc(O)c1-c1ccccc1	2.1	-2.5

Screening data deposited in PubChem BioAssay by University of Kansas High Throughput Screening Laboratory.
